Source: PubChem BioAssay
cytoskel mod: cytoskeleton assembly modification; hit rate 0.18% among 91,000; HUVEC TNFa F-actin phalloidin imaging, high content; inhibition, % at 2 µM; AID 836;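 active means inhibition above the batch mean plus 3 SD and confirmed as a hit by visual image inspection, cut at about 30% in these data, passing the limit was not always enough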; further: strong numbers were not always called active
Calb biofilm kill: kills Candida albicans biofilms; inhibition, % at 6 µM; hit rate 0.14% among 85,000; C. albicans biofilm + clotrimazole, Alamar Blue;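 active means inhibition above 20%; inactive means inhibition below 20%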;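 further: preformed 24 hr biofilms exposed to compound for 48 hr; 0% = biofilm without compound and 100% = blank killed by clotrimazole plus chlorhexidine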
HUVEC tox TNFa: toxic to HUVEC cells under TNF alpha stimulation | HUVEC TNFalpha-stimulated, Hoechst cell count, imaging | cell count reduction, % at 2 µM | hit rate 0.17% among 93,000;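 active means cell count reduction exceeding the screen mean by over 5 SD, scaled to untreated wells per plate, cut at about 78% in these data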;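 further: cells counted after 24 h of TNF alpha exposure following the 1 h pretreatment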
sEH activator: activators of human soluble epoxide hydrolase | activation, % at 2 µM | P34913 | purified human sEH enzymatic activity, activator screen | hit rate 0.04% among 91,000; in the data active means activation above about 37%; further: values of inactives mirror those of a sister screen read the other way
Target sequence (P34913 whole entry, looked up): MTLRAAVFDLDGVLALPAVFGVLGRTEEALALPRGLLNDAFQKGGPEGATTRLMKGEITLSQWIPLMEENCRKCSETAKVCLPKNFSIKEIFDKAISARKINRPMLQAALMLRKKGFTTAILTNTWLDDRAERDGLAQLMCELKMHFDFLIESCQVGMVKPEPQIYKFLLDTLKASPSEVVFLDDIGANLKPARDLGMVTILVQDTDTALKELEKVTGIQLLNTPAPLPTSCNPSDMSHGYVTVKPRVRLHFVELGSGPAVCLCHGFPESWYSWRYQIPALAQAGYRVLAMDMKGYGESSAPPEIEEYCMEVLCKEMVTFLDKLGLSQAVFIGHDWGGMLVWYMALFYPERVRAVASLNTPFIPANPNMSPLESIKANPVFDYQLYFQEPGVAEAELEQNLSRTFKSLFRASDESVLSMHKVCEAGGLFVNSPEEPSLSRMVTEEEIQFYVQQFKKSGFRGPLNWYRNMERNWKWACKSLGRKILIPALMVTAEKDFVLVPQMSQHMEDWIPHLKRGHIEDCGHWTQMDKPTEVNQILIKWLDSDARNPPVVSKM
Smad3 FoxH1 inh: blocks human Smad3 binding to FoxH1 peptide. inhibition, % at 25 µM. P84022. hit rate 0.29% among 88,000. TR-FRET Smad3/Dy647-FoxH1 peptide binding, europium anti-His;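 active means compounds that reduce the energy-transfer binding signal between the protein and its labelled peptide by more than half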;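 further: 0% = Smad3 plus labelled peptide maximal FRET and 100% = peptide-only background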
Target sequence (P84022 whole entry, looked up): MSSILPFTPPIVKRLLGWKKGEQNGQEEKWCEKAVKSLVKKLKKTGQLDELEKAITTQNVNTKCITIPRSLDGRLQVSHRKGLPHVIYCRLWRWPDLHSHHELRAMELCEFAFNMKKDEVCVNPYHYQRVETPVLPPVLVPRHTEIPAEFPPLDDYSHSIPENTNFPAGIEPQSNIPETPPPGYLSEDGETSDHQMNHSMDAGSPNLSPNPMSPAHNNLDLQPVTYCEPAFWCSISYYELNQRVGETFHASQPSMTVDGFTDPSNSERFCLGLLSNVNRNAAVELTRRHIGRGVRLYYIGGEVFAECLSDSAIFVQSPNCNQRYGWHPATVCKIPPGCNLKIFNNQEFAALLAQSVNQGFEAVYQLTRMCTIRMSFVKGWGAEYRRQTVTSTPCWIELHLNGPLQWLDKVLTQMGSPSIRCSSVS
IL1B cytotox: HUVEC cytotoxicity counter-screen, IL-1B stimulated. cell count reduction, % at 2 µM. hit rate 0.41% among 94,000. HUVEC cell count loss, Hoechst imaging;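 active means cell count reduction more than 3 SD above the screen-wide mean, cut at about 70% in these data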;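 further: normalized per plate to untreated control cells as the no-loss baseline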
VCAM1 TNFa inh: reduces TNF alpha induced VCAM1 expression in HUVEC; AID 802; inhibition, % at 2 µM; hit rate 0.48% among 95,000; HUVEC TNFa-induced VCAM-1 immunofluorescence, high-content imaging;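 active means inhibition above the batch mean plus 3 SD, with images confirmed as a hit by eye, cut at about 37% in these data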;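 further: 0% = TNF-stimulated DMSO wells and 100% = unstimulated control wells; not every result past the cut was called active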
sEH inh: soluble epoxide hydrolase (human) inhibition; P34913; recombinant human sEH enzymatic activity assay; inhibition, % at 2 µM; hit rate 0.34% among 91,000; AID 707; in the data active means inhibition above about 80%; further: values of inactives mirror those of a sister screen read the other way; many of its hits are not listed in these tables
ERb coact inh: ER-beta (human) coactivator binding inhibition; inhibition, % at 25.6 µM; hit rate 1.3% among 86,000; TR-FRET ER-beta LBD / SRC1-Cy5 peptide binding; receptor agonist-loaded with 1 µM estradiol;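 active means compounds whose percent inhibition of the receptor-coactivator binding signal exceeds about 50% in the single-dose screen, limit read from the data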;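 further: 0% = receptor plus peptide wells without compound and 100% = peptide-only wells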
* hit, by the source's call; nt = not tested or not shown; [ ] = another dose, or the depositor's remark. These rows are one share of the data; the hit share may differ from the screen's.

SMILES	cytoskel mod	Calb biofilm kill	HUVEC tox TNFa	sEH activator	Smad3 FoxH1 inh	IL1B cytotox	VCAM1 TNFa inh	sEH inh	ERb coact inh
CCOc1ccc(-c2cnc3n2CCC3)cc1	13	2	-24	-1	12	5	-35	3	1
CCn1cc(C(=O)OCC(=O)Nc2cc(S(=O)(=O)N(C)C)ccc2C)c(=O)c2ccc(C)nc21	2	nt	18	4	nt	-22	-9	-2	nt
CC1(C)c2ssc(=S)c2-c2ccccc2N1C(=O)CSC1=NCCS1	0	nt	-18	8	nt	-32	14	-5	nt
COc1nc(-c2ccc(C)cc2)ccc1-c1noc(-c2ccco2)n1	-19	10	-4	nt	14	-28	-5	nt	4[fluorescence artefact?]
CCOC(=O)N1CCN(S(=O)(=O)c2ccc(C)c(C)c2)CC1	-16	6	7	5	13	21	-15	-2	-23
c1cc(-c2noc(CCC3CCCC3)n2)ccn1	-6	0	-21	-11	2	0	11	9	-9
O=C(NCc1ccco1)C1CC2CCC1C2 (stereo unspecified)	11	-4	-8	-11	10	-10	4	8	4
CNc1nc(Nc2ccc(C(C)=O)cc2)nc(OC(C(F)(F)F)C(F)(F)F)n1	13	nt	-32	2	nt	12	-11	-2	nt
COCCOC(=O)c1c(C)oc2ccc(OC(=O)c3c(OC)cccc3OC)cc12	-32	3	8	16	-6	1	-2	-15	-2
CC1CN(C(=O)CSc2nnc3c(Cl)cc(Cl)cn23)CC(C)O1 (stereo unspecified)	-15	4	-9	7	4	0	-10	-8	0
COc1ccc(C(=O)NC(CC(C)C)C(=O)O)cc1OC (stereo unspecified)	-9	2	0	12	12	-109	-6	-13	-5
Cn1cnnc1SC(C(=O)Nc1cc(Cl)cc(Cl)c1)c1ccccc1 (stereo unspecified)	22	2	-8	-4	-7	-9	1	8	-2
O=C(Cn1cc(C(=O)C2CC2)c2ccccc21)NCc1ccccc1	-3	7	-9	-12	-4	-31	4	16	-4
COc1ccc(C(=O)NC(=S)NC(C)C)cc1Br	nt	nt	-10	1	nt	-18	10	-4	nt
CC/C(C)=N\N=C\c1c(O)n(CC)c2cc(C3=NNC(=O)CC3)ccc12	4	-3	-18	-8	4	-43	-25	8	-8[fluorescence artefact?]
CCc1nn(-c2cc(Cl)ccc2OC)c2c1C(=O)CCC2	8	6	-29	2	6	16	-10	-4	1
CN(C)CCNC(=S)Nc1ccc(Cl)cc1	13	nt	3	22	nt	11	-6	-19	nt
O=C(O)CN(c1ccc2c(c1)OCCO2)S(=O)(=O)c1ccccc1	13	-4	3	15	0	-109	-14	-21	26[fluorescence artefact?]
COc1ccccc1Nc1nnc(C)c(=O)[nH]1	nt	-1	27	1	0	-9	-5	-3	-7
Cc1ccc2nc(-c3ccccc3Cl)cc(C(=O)Nc3cc(C)on3)c2c1	-14	0	15	10	-3	nt	9	-14	1
Cc1c(C(=O)NCCSCc2ccc(Cl)cc2Cl)cccc1[N+](=O)[O-]	9	nt	-24	-9	nt	-11	5	11	nt
CSc1nc(-c2ccccc2)ccc1C(N)=O	-2	9	-5	-1	1	-52	10	1	-9
CCC(C)N(NC(C)=O)c1nc(Cl)nc(NC(C)C)n1 (stereo unspecified)	4	nt	-9	2	nt	8	1	-1	nt
CC(C)Cc1cc(C(=O)Nc2c(F)cc(F)cc2Br)no1	-23	nt	14	10	nt	-16	-5	-11	nt
COCCCn1c(Cc2csc(Nc3cccc(Cl)c3)n2)nnc1SCC(=O)OC1CCCCC1	8	-4	15	5	14	15	-2	-5	77*
Cc1cc(C(=O)CSc2nnnn2-c2ccc(Cl)cc2)c(C)n1CC1CCCO1 (stereo unspecified)	0	nt	-14	-15	nt	-21	24	13	nt
CCOC(=O)NC(=O)CSc1nnc(C)s1	4	7	-30	-10	5[fluorescence artefact?]	-9	-1	13	-3
CC1CCc2c(sc(NC(=O)c3ccc(Cn4cc(Br)cn4)o3)c2C(N)=O)C1 (stereo unspecified)	10	-6	-8	16	-30[fluorescence artefact?]	-33	3	-18	21
COc1ccc(N(CC(=O)NC2CCCCCCC2)S(=O)(=O)c2c(C)nn(C)c2C)cc1	10	9	-24	0	-18	-58	14	3	-11[fluorescence artefact?]
CCOC(=O)CSC1=C(C#N)C(c2ccc3c(c2)OCO3)CC(=O)N1 (stereo unspecified)	-2	10	-4	-2	3	-33	10	1	-5
N/C(=N\OC(=O)c1cccc(Br)c1)c1ccc(Br)cc1	13	nt	-17	-3	nt	6	20	6	nt
CC(=O)c1c(C)[nH]c(C(=O)OCCCCN2C(=O)c3ccccc3C2=O)c1C	-2	-2	-7	19	0	0	13	-20	-3
CO/N=C(\c1nonc1N)N1CCN(c2ccc(Cl)cc2[N+](=O)[O-])CC1	-3	nt	-4	-2	nt	-9	13	1	nt
CN(C)c1ccc(C(c2nnnn2C(C)(C)C)N2CCN(C(=O)c3ccco3)CC2)cc1 (stereo unspecified)	12	8	-18	-6	7	-28	-3	6	13
CCC(=O)N1CCc2cc(S(=O)(=O)NCCN3CCC(C)CC3)ccc21	-3	13	-22	3	3	-71	3	-2	-6
CC(=O)N(/N=C1\Sc2ccccc2C1=O)c1ccccc1	9	nt	-44	-3	nt	-20	-37	3	nt
CCn1c(SCC(=O)NCC2CCCO2)nc2cc(S(=O)(=O)N3CCCCC3)ccc21 (stereo unspecified)	16	1	-10	11	-16	9	10	-12	12
N#Cc1c(-c2ccc3c(c2)OCO3)csc1N	-2	6	-20	-8	9	-14	-8	11	1[fluorescence artefact?]
COc1ccc(OC)c(S(=O)(=O)Nc2ccccc2C(F)(F)F)c1	27	4	-44	15	1	-10	-3	-17	-1
CC(C)(C)OC(=O)NC(CCCCNC=O)C(=O)O (stereo unspecified)	-5	3	3	2	-21	-21	16	-2	-5
O=C(Oc1cccc2cccnc12)c1ccc2c(c1)OCCO2	4	1	-20	-5	-6	-16	10	6	4
Cc1onc(-c2c(F)cccc2Cl)c1C(=O)N1CCc2ccccc21	nt	-4	10	-4	-5	-1	14	4	-2[fluorescence artefact?]
COC(=O)c1ccc2c(=O)n(CCN3CCOCC3)c(=S)[nH]c2c1	21	7	-7	8	3	12	1	-11	-2
CCC1CCCCN1CCNC(=O)c1[nH]c(C)c(C(C)=O)c1C (stereo unspecified)	12	4	-21	nt	-3	-21	2	nt	-2
CCOc1ccc(S(=O)(=O)Nc2ccc(F)cc2)c(C)c1C	-5	2	-11	-14	9	-10	3	16	2
C/C(Nc1ccc(F)cc1)=C(/C#N)C(N)=O	-20	8	3	10	14	-38	-2	-8	-4
NC(=O)COc1ccc(=O)n(-c2ccccc2)n1	7	5	-23	1	2	-32	4	1	-3
CCNc1nc(NC(C)C)nc(OCCOC(=O)Nc2ccccc2)n1	4	9	-19	-11	8	-36	18	14	-8
COC(=O)/C=C/S(=O)(=O)c1ccc(NC(C)=O)cc1	-6	1	-26	-4	-3	-17	1	4	-10
CCOC(=O)Nc1ccc(C)cc1Br	43	0	-17	5	-4	10	-4	-6	-4
Cc1c(N=Cc2ccccn2)c(=O)n(-c2ccccc2)n1C	-14	7	8	10	-13	14	1	-10	5
C(=C\c1ccccc1)/C=N/n1cnnc1	-36	10	-18	-1	2	-11	16	-1	-7
Cc1ccc2nc3c(cc(C#N)c(=N)n3CCCN3CCOCC3)c(=O)n2c1	7	1	nt	8	-3	-57	-9	-6	5
COc1ccc(-c2nnc(SCC(=O)Nc3ccc4c(c3)OCCO4)n2N)cc1OC	-10	nt	7	3	nt	9	13	-2	nt
COc1ccc(CCNC(=O)CN2CCN(Cc3ccc(F)cc3)C2=O)cc1OC	14	10	-39	2	5	0	13	-3	3
CC1C(=O)CC(c2ccco2)NC1c1ccco1 (stereo unspecified)	12	nt	-41	4	nt	-14	2	-6	nt
C=CCn1c(SCC(=O)OC)nc2sc3c(c2c1=O)CCN(C)C3	-24	-4	12	-4	2	-7	15	4	4
Nc1nc(N)nc(-c2ccccc2)n1	-24	8	54	-4	-10	6	12	4	-1[fluorescence artefact?]
O=C1C(NS(=O)(=O)c2cccs2)=C(N2CCN(c3cccc(C(F)(F)F)c3)CC2)C(=O)c2ccccc21	-1	7	-19	-4	6	-9	8	4	-10
CCn1c(N)c(C(=O)NCC2CCCO2)sc1=S (stereo unspecified)	-27	nt	8	0	nt	-3	14	2	nt
Additional results follow:
SMILES	cytoskel mod	Calb biofilm kill	HUVEC tox TNFa	sEH activator	Smad3 FoxH1 inh	IL1B cytotox	VCAM1 TNFa inh	sEH inh	ERb coact inh
Cc1ccccc1-c1nc(CN2CCC(C(=O)NCc3cccnc3)CC2)c(C)o1	13	3	-7	-21	18[fluorescence artefact?]	10	14	22	-1
CCN(CC)C(=O)C(=O)N/N=C/c1cccc(Br)c1	-50	nt	12	-9	nt	-6	1	11	nt
COc1ccc2[nH]c3c(=O)n(CCCCC(=O)N4CCC(C(N)=O)CC4)c(=S)[nH]c3c2c1	-27	-2	-11	-28	-3	-2	4	30	-4[fluorescence artefact?]
COc1ccccc1-c1noc(CCC(=O)Nc2cccc(C)c2)n1	-39	0	nt	6	0	-11	nt	-4	-10
Cc1c(O)cc2n(c1=O)-c1ccc(Cl)cc1C2(C)C	-19	-4	-11	7	-3	-5	-36	-5	4
COc1ccc(C2CC(=O)C=C(NCC3CCCO3)C2)cc1 (stereo unspecified)	-9	9	2	4	9[fluorescence artefact?]	21	4	-1	-5[fluorescence artefact?]
CCOC(=O)Cn1nc(C)c(-c2ccccc2)c1N	nt	4	-37	13	2	-25	3	-11	-22
Cc1[nH]n(-c2cccc3ccccc23)c(=O)c1/C=N/c1sc2c(c1C#N)CCC2	-3	nt	-14	12	nt	3	2	-10	nt
CCCc1cc(=O)[nH]c(SCC(=O)NC(=O)OCC)n1	-2	3	5	-3	-11	-7	11	4	-12
Cc1ccc(-c2[nH]nc3c2C(c2ccoc2)C(C#N)=C(N)O3)cc1C (stereo unspecified)	-4	3	-7	-6	9	-4	29	11	33[fluorescence artefact?]
Cc1cc(N2CC(=O)N(CCc3ccccc3)C(=O)C2)n2ncnc2n1	-16	3	12	12	4	-95	-3	-18	-3
O=C(COC(=O)c1ccco1)Nc1ccccc1	18	10	-30	6	8[fluorescence artefact?]	-22	8	-6	0
Cn1nc(C(F)(F)F)c(C(=O)Nc2ccc(Cl)cc2)c1Cl	2	nt	-8	5	nt	nt	9	-5	nt
Cc1cccc(C)c1NC(=S)N/N=C/c1ccc(OCCC(C)C)cc1	13	nt	0	6	nt	13	-7	-5	nt
CC(C)(C)c1csc(NC(=O)c2ccc(Cl)s2)n1	-12	4	-20	-6	1	-20	2	6	3

Some of these compounds in order of the ERb coact inh value, falling:
| mol | ERb coact inh |
| --- | --- |
| C=CCn1c(SCC(=O)OC)nc2sc3c(c2c1=O)CCN(C)C3 | 4 |
| COCCOC(=O)c1c(C)oc2ccc(OC(=O)c3c(OC)cccc3OC)cc12 | -2 |
| NC(=O)COc1ccc(=O)n(-c2ccccc2)n1 | -3 |

(cont.)
SMILES	cytoskel mod	Calb biofilm kill	HUVEC tox TNFa	sEH activator	Smad3 FoxH1 inh	IL1B cytotox	VCAM1 TNFa inh	sEH inh	ERb coact inh
CCCN1CCN(C(=O)c2ccc(Sc3ccc(C)cc3)c(NC(C)=O)c2)CC1	2	8	2	6	-3	7	2	-7	14
O=C(Oc1ccccc1)c1ccc2nccnc2c1	-5	7	-23	0	6	-10	7	0	-8
Cc1[nH]c2ccccc2c1Cc1nnc(SCCC#N)o1	7	5	34	4	-3	22	2	-6	-8
CC(C)(C)C(=O)OCCn1c(=O)c2cc3c(=O)n(CCOC(=O)C(C)(C)C)c(=O)c3cc2c1=O	-15	8	-11	2	16	-29	-28	-3	-5
O=C(Cc1cn2ccsc2n1)NCc1ccccc1	36	8	-16	-9	6	11	18	9	6
Cc1ccc(-c2nn(Cc3ccccc3)cc2/C=C/C(=O)O)cc1	22	7	-15	7	-16	-10	20	-3	-9
